Screening results from PubChem.
hiPSC survival: hiPSC single-cell survival enhancement. 0.044% of 360,000 active. survival enhancement, % at 20 µM. ATPlite luminescence; 100% = ROCK inhibitor wells, 0% = DMSO; in the data active = survival enhancement above about 18%;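 also: cells exposed to compounds for 16 hours before the ATP read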
HIF-2a block: HIF-2a inhibition; 786-0 RCC cells HIF-2a reporter, luciferase luminescence, overnight; inhibition, % at 18.8 µM; AID 624352; 0.72% of 360,000 active;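 active = inhibition of the luminescence signal of 40% or more relative to plate controls, in a single-dose primary screen at 18.75 µM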
KKLEB cytotox: reduces viability of KKLEB cystic fibrosis airway cells; KKLEB CF airway cells viability, ATPlite luminescence, overnight; stronger effect = lower value; cells stimulated with P. aeruginosa culture filtrate; activity change (cytotoxicity), % at 5 µM; 0.36% of 360,000 active; AID 602141;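 active = corrected activity change at or below -50% at 5 µM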
aDG glyco up: alpha-DG glycosylation activation; Pro5-aDG cells, alpha-DG glycosylation AlphaScreen (IIH6); 0% Pro5, 100% B10-LARGE cell signal; activation, % at 10 µM; 0.22% of 360,000 active; AID 624168;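 active = activation of at least 8% versus controls, or a plate z-score of at least 8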;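 also: Pro5 are CHO cells carrying HIG-tagged alpha-DG that lacks glycosylation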
Peg3 prom inh: Peg3 promoter activity inhibition; HeLa PEG-Prom luciferase reporter, luminescence, overnight; inhibition, % at 20 µM; 1.7% of 360,000 active; AID 588405;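 active = inhibition of at least 50% at 20 µM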
CF NFkB block: inhibitors of cystic fibrosis induced NF-kB; KKLEB NF-kB-GFP reporter, PAF-induced, GFP fluorescence overnight; inhibition, % at 5 µM; 0.86% of 360,000 active;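 active = at least 50% inhibition at 5 µM, scaled per plate between neutral and stimulator controls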;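 also: PAF is a Pseudomonas aeruginosa culture filtrate used as stimulus; plate controls were PAF-stimulated DMSO wells for no effect and unstimulated DMSO wells for full effect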
Shn3 3UTR inh: reduces Shn3 3'UTR luciferase signal in osteoblasts; Clone20 osteoblast Shn3 3'UTR firefly luciferase, 24 h; inhibition, % at 12.5 µM; 0.52% of 360,000 active; AID 588674;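 active = mean inhibition of at least 75% with every replicate also reaching 75%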;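 also: 0% = median of neutral control wells and 100% = pilot-screen positive control compound; some compounds past the cut are filed as inactive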
NR2E3 ag-1: activates human photoreceptor nuclear receptor NR2E3; Q9Y5X4; GST-NR2E3/biotin-RetCOR TR-FRET, 1536-well; inhibition of corepressor binding, % at 4.78 µM; 0.12% of 320,000 active; AID 2300;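 active = percent inhibition above the cutoff of mean plus 3 SD of all tested compounds, set per screening campaign, cut at about 20% in these data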;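 also: 0% = DMSO wells and 100% = biotin wells as full block of FRET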
Target sequence (Q9Y5X4 whole entry, looked up): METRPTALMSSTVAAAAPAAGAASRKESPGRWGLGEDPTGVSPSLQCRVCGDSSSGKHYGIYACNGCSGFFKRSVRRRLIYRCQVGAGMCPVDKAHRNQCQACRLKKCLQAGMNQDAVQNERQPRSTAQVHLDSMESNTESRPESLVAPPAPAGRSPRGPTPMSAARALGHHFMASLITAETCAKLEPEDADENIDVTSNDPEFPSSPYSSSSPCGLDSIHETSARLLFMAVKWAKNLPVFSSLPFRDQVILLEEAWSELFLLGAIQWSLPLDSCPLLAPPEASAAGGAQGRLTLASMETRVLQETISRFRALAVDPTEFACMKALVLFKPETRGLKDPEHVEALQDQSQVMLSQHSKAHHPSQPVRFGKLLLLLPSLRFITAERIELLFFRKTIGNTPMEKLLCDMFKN
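System: GST-NR2E3 and biotin-RetCOR proteins; probe or stimulus: 7 nM biotin-RetCOR; doses: compound at 4.8 µM, single dose; schedule: Compound–protein incubation for 5 h at 4 °C; detection: time-resolved FRET; read-out: percent inhibition; controls: biotin wells as high control, 0.6% DMSO wells as low control; format: 1536-well plates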
TWEAK-Fn14 inh: TWEAK-Fn14 signaling inhibition. TWEAK-stimulated Fn14 reporter cells, luciferase luminescence, 8 h. inhibition, % at 10 µM. 2% of 360,000 active; in the data active = inhibition above about 50%
TRPM1 prom inh: reduces MITF-dependent TRPM1 promoter luciferase signal. 0.83% of 330,000 active. inhibition, % at 12.5 µM. SK-MEL-5 TRPM1 promoter luciferase, 24 h;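 active = mean inhibition across replicates of 60% or more, whatever share of single replicates reaches that level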; also: values of inactives mirror those of a sister screen read the other way
NR2E3 ag-2: human photoreceptor-specific nuclear receptor agonism. Q9Y5X4. CHO-S Gal4-NCOR/VP16-NR2E3 two-hybrid, luciferase. AID 602229. 0.35% of 360,000 active. inhibition of corepressor binding, % at 3.98 µM;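 active = inhibition above the mean of all tested compounds plus 3 SD, cut at about 70% in these data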;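 also: 0% = DMSO with NR2E3 transfected cells and 100% = cells lacking NR2E3 construct; higher means lower luciferase signal from less NR2E3 corepressor binding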
The depositor's hits bear a star; · = not tested or not shown.

SMILES	hiPSC survival	HIF-2a block	KKLEB cytotox	aDG glyco up	Peg3 prom inh	CF NFkB block	Shn3 3UTR inh	NR2E3 ag-1	TWEAK-Fn14 inh	TRPM1 prom inh	NR2E3 ag-2
Cc1ccccc1-n1c(=O)n(Cc2ccco2)c(=O)c2[nH]cnc21	2.4	19	4	0.1	19	-14	19	4	2	11	6
O=C(O)CSc1nc(-c2ccccc2)c(-c2ccccc2)[nH]1	-0.5	10	-2	-0.2	-9	-9	-10	3	1	-7	-19
CCc1sc(-c2c(C#N)c(N)nc3c2CCCCCC3)cc1[N+](=O)[O-]	-4.0	20	-10	0.6	14	22	11	0	-25	6	1
COc1cc(NC(=O)c2ccc([N+](=O)[O-])o2)ccc1NC(=O)c1ccco1	-0.2	-45	-15	1.2	57*	10	68	4	1	84*	21
COc1ccc(N(CC(=O)NC2CCCCC2)C(=O)CNC(=O)c2ccco2)cc1	-2.1	10	-4	0.0	-5	19	-3	-8	16	-5	10
Cc1cc(S(=O)(=O)NCCN2CCOCC2)c(C)s1	-1.5	19	-12	-0.1	-18	10	5	4	4	12	-23
Nc1ccc(-c2cnc[nH]2)cc1[N+](=O)[O-]	-0.3	-21	7	-0.1	-22	-19	-4	-6	-5	-109	-6
Cc1cc(-c2ccc(N3C(=O)CCC3=O)c(C)c2)ccc1N1C(=O)CCC1=O	2.9	7	11	-0.4	6	-4	-10	0	-3	17	-5
CCc1ccc(N(CC(=O)NC(C)C)C(=O)CCC(=O)Nc2nccs2)cc1	0.8	17	-9	-0.1	12	6	0	3	-4	-4	-3
CCOC(=O)C1CCN(C(=O)Cn2cc3c(n2)CCC(C)C3)CC1 (stereo not given)	0.7	0	25	-0.1	-3	-25	2	-3	9	-5	-10
COc1ccc(/C=C/C(=O)NC(=S)Nc2cc3oc4ccccc4c3cc2OC)cc1	-0.6	6	-18	-0.1	13	1	-8	-1	-5	10	-12
CC(=O)ON=C1C=CC(=C(C#N)c2ccccc2)C=C1	-1.4	-17	-39	-0.3	29	80*	16	·	48	·	-19
O=C(NCc1ccccc1Cl)C1CCN(S(=O)(=O)N2CCCC2)CC1	0.0	2	-4	-0.1	4	-10	-17	2	-2	2	-20
Cc1ccccc1OCC(=O)Nc1ccc(S(=O)(=O)N2CCCC2)cc1	-0.4	11	12	0.1	7	6	-8	12	-2	-5	-27
COc1ccccc1NC(=O)CN1CCN(CC(=O)Nc2ccc(OCc3ccccc3)cc2)CC1	3.0	-7	-1	2.9	11	-3	27	2	36	14	-5
O/N=C(/CN(O)/C=C1/C=CC=N1)c1cccs1	4.5	-3	-8	0.1	-4	4	-6	-4	-9	-4	-10
Cn1c(N)c(C(=O)CSc2ccc3c(c2)OCCO3)c(=O)n(C)c1=O	-3.3	-52	0	-0.1	-33	12	10	4	13	-4	10
Cc1ccc(N=C(NO)c2cnccc2C(F)(F)F)c(C)c1	-0.4	19	1	0.0	9	-6	-1	1	14	2	-4
Cc1cccc(NC(=O)Cn2nc(-c3cccs3)ccc2=O)c1C	2.6	12	10	-0.1	-8	-8	3	3	27	-8	20
CCN(CC)S(=O)(=O)c1ccc(NS(=O)(=O)c2ccc(C)c(C)c2)cc1	-1.1	16	4	-0.1	12	-2	-1	-4	7	-5	18

Another view of part of the listing above.
SMILES,hiPSC survival,HIF-2a block,KKLEB cytotox,aDG glyco up,Peg3 prom inh,CF NFkB block,Shn3 3UTR inh,NR2E3 ag-1,TWEAK-Fn14 inh,TRPM1 prom inh,NR2E3 ag-2
CCOC(=O)C1CCN(C(=O)Cn2cc3c(n2)CCC(C)C3)CC1 (stereo not given),0.7,0,25,-0.1,-3,-25,2,-3,9,-5,-10
COc1ccc(/C=C/C(=O)NC(=S)Nc2cc3oc4ccccc4c3cc2OC)cc1,-0.6,6,-18,-0.1,13,1,-8,-1,-5,10,-12
CC(=O)ON=C1C=CC(=C(C#N)c2ccccc2)C=C1,-1.4,-17,-39,-0.3,29,80*,16,·,48,·,-19
O=C(NCc1ccccc1Cl)C1CCN(S(=O)(=O)N2CCCC2)CC1,0.0,2,-4,-0.1,4,-10,-17,2,-2,2,-20
Cc1ccccc1OCC(=O)Nc1ccc(S(=O)(=O)N2CCCC2)cc1,-0.4,11,12,0.1,7,6,-8,12,-2,-5,-27
COc1ccccc1NC(=O)CN1CCN(CC(=O)Nc2ccc(OCc3ccccc3)cc2)CC1,3.0,-7,-1,2.9,11,-3,27,2,36,14,-5
O/N=C(/CN(O)/C=C1/C=CC=N1)c1cccs1,4.5,-3,-8,0.1,-4,4,-6,-4,-9,-4,-10
Cn1c(N)c(C(=O)CSc2ccc3c(c2)OCCO3)c(=O)n(C)c1=O,-3.3,-52,0,-0.1,-33,12,10,4,13,-4,10
Cc1ccc(N=C(NO)c2cnccc2C(F)(F)F)c(C)c1,-0.4,19,1,0.0,9,-6,-1,1,14,2,-4
Cc1cccc(NC(=O)Cn2nc(-c3cccs3)ccc2=O)c1C,2.6,12,10,-0.1,-8,-8,3,3,27,-8,20
CCN(CC)S(=O)(=O)c1ccc(NS(=O)(=O)c2ccc(C)c(C)c2)cc1,-1.1,16,4,-0.1,12,-2,-1,-4,7,-5,18

Further structures follow:
SMILES	hiPSC survival	HIF-2a block	KKLEB cytotox	aDG glyco up	Peg3 prom inh	CF NFkB block	Shn3 3UTR inh	NR2E3 ag-1	TWEAK-Fn14 inh	TRPM1 prom inh	NR2E3 ag-2
CC(C)Cc1ccc(-c2cc(=O)[nH][nH]2)cc1	1.6	0	-3	0.5	5	-3	-14	1	6	6	-54
O=C(c1cc(-c2cccc(Cl)c2)on1)N1CCN(c2ccccc2)CC1	-0.8	-149	-2	-0.1	-47	-3	-9	3	-34	-3	18
Cc1ccc2c(NC(=O)c3ccco3)cccc2n1	1.3	-9	2	0.4	11	1	-8	4	23	3	17
O=C(COC(=O)CNC(=O)c1ccc(Cl)cc1)NC1CCCCCC1	-0.4	3	-7	0.0	8	11	8	0	6	6	-7
Cc1oc(-c2ccccc2Cl)nc1CSCC(=O)O	0.5	18	-7	-0.2	20	9	-3	5	15	8	-13
COc1cc(-c2cc(-c3ccc(N)cc3)[nH]c(=O)c2C#N)cc(OC)c1OC	-0.8	24	-14	0.2	19	-1	10	2	-10	8	-6
O=C(Cn1c2[n+](c3ccc(C(F)(F)F)cc31)CCCCC2)c1ccc2c(c1)OCCO2	0.0	18	5	0.1	3	-3	-12	3	30	11	14
N#CCCN1CCN(S(=O)(=O)c2ccc3c(c2)OCCCO3)CC1	6.0	19	0	-0.1	13	5	-8	5	9	19	1
CCSc1nnc(NC(=O)CCC2CCCCC2)s1	-0.1	-42	6	0.0	-24	10	-14	-2	-24	-22	6
CCNC(=O)NC(=O)C(C)Sc1nc2ccccc2c(=O)n1-c1cccnc1 (stereo not given)	-0.5	3	-1	0.0	3	7	-3	5	-1	10	4
O=C(COC(=O)C1CC1)Nc1ccc(N=Nc2ccccc2)cc1	1.6	-223	5	-0.2	-293	-13	-96	2	7	-58	-158
CC(C)c1cccc(C(C)C)c1NC(=O)CN1C(=O)NC2(CCCC2)C1=O	-0.7	9	2	-0.1	20	2	-23	4	-2	-3	-42
COc1cccc(CNC(=O)CCNC(=O)c2ccco2)c1	-0.4	3	-2	-0.1	6	6	-2	-1	-9	-2	15
O=C1c2ccccc2C(=O)N1CCCC(=O)N1CCc2ccccc21	-1.9	-54	6	-0.2	-55	1	-40	-1	-4	-33	4
CNC(=O)CCc1ccc(OC)cc1	0.4	-2	1	0.8	-3	10	0	3	-4	-3	10
CSc1c2c([nH]c(=O)c1C#N)-c1ccccc1CC2	-0.3	-4	-1	-0.1	-5	-19	-10	·	-14	·	-7
COC(=O)Cc1cc(=O)n2c(nc3ccccc32)[nH]1	0.1	-16	8	0.0	2	7	10	0	-9	7	-7
CC(=O)Nc1ccc(S(=O)(=O)NNC(=O)c2cccc(Br)c2)cc1	-2.5	12	-6	-0.1	7	11	13	2	4	-12	-14
CCOC(=O)C1(C(N)=O)OC1(c1ccc(Cl)cc1)c1ccccc1Cl (stereo not given)	-0.8	-1	10	0.1	69*	-9	-33	·	21	0	-2
CCOc1ccc(/C(C)=N/NC(=O)Cn2nc([N+](=O)[O-])cc2C)cc1	-0.2	4	-13	-0.2	0	3	-1	2	-21	0	-10
CCN1C[C@@H]2[C@@H]3C(=O)N(Cc4ccccc4)C(=O)[C@@H]3[C@](C)(C1=O)N2C(=O)c1ccc(C)cc1	-1.3	10	-14	0.3	8	-1	-10	·	-2	11	3
Cc1[nH]c2ccccc2c1C(=O)CN1CCC(C)CC1	-2.5	12	7	0.0	1	-10	-1	-1	-7	7	-14
O=C(COc1ccc(Cl)cc1Cl)N1CCCN(C(=O)COc2ccc(Cl)cc2Cl)CC1	-1.0	-18	-22	-0.1	31	-15	3	-3	3	2	0
CC1(C)O[C@@H]2CC3C4C[C@H](F)C5=CC(=O)C=CC5(C)C4C(O)CC3(C)[C@]2(C(=O)CO)O1 (stereo not given in full)	1.3	28	-7	-0.2	3	72*	15	7	-5	-15	7
CC1Oc2ccc(C#N)cc2N(Cc2cccc(F)c2)C1=O (stereo not given)	4.4	12	-8	-0.1	13	15	-16	·	-7	·	10
CC(=O)Nc1ccc(Nc2nc(C(F)(F)F)nc3c2nnn3Cc2ccccc2Cl)cc1	-0.8	-10	0	0.3	27	-6	56	2	1	13	-5
Fc1ccc(-c2nc3ccc(Cl)cn3c2Cc2cccc(Cl)c2)cc1	0.2	-93	-14	0.4	-34	2	-27	·	-19	·	-12
COc1ccc(Cn2c(-c3ccccc3)nc3c(c(=O)c4ccccc4n3C)c2=O)cc1	-1.0	10	4	0.2	6	-28	15	1	-23	-5	-13

Compounds were not picked by outcome. About 4.4% of those tested had a hit in this group.
